# M1 PAM parental: nonselective calcium activators in parental CHO-K1 cells, primary screen, counter-screen for M1 PAM project, cell-based, Fluo-8 calcium fluorescence, full deck, 1536-well | ATP EC20; 0% at ATP EC20, 100% at ATP max | activation, % at 3 µM | 360,000 compounds, 0.02% hits;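 active = activation above the run cutoff, the mean activation of all test compounds plus 3 SD, cut at about 40% in these data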;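 note: peak over basal fluorescence ratio in a 140 s read after ATP addition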
# M4 ag: human M4 muscarinic receptor agonists, primary screen, CHO-K1 cells, Fluo-8 calcium fluorescence | Muscarinic acetylcholine receptor M4 (Homo sapiens), P08173 | CHO-K1 hM4/Gqi5; vehicle 0%, full acetylcholine response 100% | activation, % at 3 µM | 360,000 compounds, 0.14% hits | AID 624127, 2012;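 active = activation above the run mean over all test wells plus 3 SD, cut at about 32% in these data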;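 note: peak over basal fluorescence ratio per well then scaled between controls; 0% = DMSO wells and 100% = acetylcholine at EC100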
# Target sequence (P08173 whole entry, looked up): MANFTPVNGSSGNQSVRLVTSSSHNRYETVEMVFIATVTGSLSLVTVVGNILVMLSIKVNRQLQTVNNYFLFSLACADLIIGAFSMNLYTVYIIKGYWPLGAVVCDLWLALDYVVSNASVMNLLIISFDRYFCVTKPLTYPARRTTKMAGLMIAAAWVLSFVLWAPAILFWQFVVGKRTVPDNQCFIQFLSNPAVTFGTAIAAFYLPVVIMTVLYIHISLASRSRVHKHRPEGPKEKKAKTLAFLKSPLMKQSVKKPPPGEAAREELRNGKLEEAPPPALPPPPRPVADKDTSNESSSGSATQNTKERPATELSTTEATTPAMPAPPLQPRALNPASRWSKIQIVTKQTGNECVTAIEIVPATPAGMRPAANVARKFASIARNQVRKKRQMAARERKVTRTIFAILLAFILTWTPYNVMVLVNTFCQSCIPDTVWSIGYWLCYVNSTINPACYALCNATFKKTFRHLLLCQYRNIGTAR
# CHRM5 PAM: human M5 muscarinic receptor positive allosteric modulators, primary screen, CHO-K1 cells, Fluo-8 calcium fluorescence; Muscarinic acetylcholine receptor M5 (Homo sapiens), P08912; CHO-K1 hM5, ACh EC20 PAM; 0% = ACh EC20, 100% = ACh EC100; activation, % at 3 µM; 360,000 compounds, 0.3% hits;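 active = activation above the run cutoff, the mean activation of all test compounds plus 3 SD, cut at about 18% in these data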
# Target sequence (P08912 whole entry, looked up): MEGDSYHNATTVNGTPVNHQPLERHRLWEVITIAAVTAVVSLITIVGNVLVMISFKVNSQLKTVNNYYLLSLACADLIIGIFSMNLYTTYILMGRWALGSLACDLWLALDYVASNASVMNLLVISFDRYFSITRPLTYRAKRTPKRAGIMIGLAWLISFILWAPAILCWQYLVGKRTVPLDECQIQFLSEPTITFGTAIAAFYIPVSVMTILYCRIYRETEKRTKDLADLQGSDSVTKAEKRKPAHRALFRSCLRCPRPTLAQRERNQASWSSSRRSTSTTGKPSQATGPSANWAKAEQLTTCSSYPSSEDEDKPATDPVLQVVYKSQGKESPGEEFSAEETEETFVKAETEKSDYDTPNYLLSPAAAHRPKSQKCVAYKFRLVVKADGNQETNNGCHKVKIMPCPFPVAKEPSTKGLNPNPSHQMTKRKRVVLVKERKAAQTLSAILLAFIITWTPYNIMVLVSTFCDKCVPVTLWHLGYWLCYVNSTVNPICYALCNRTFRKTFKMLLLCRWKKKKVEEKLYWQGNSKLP
#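 Probe or stimulus: acetylcholine, EC20 level; Assay system: human M5 receptor in CHO-K1 cells; Schedule: compound preincubation 140 s before EC20 acetylcholine addition; Technique: intracellular calcium via Fluo-8 fluorescence; Dosing: single-point, 3 µM nominal; Read-out basis: percent activation from peak-over-basal fluorescence ratio, scaled EC20-to-EC100 acetylcholine; Repeats: one well per compound, no replicates.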
# CHO-K1 Ca antag: nonselective inhibitor or artifact in parental CHO-K1 cells | ATP-induced calcium, Fluo-8 fluorescence | 360,000 compounds, 0.6% hits | inhibition, % at 3 µM;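 active = inhibition above a per-plate cutoff, the plate's mean sample inhibition plus 3 SD, cut at about 24% in these data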;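 note: 0% = DMSO plus EC80 ATP and 100% = DMSO alone without ATP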
# CHRM4 antagonist: human M4 muscarinic receptor antagonists, primary screen, CHO cells, Fluo-8 calcium fluorescence | Muscarinic acetylcholine receptor M4 (Homo sapiens), P08173 | inhibition, % at 3 µM | CHO-hM4 cells, ACh EC80 | 360,000 compounds, 0.73% hits;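 active = inhibition above its plate's cutoff, the mean inhibition of sample wells plus 3 SD, cut at about 27% in these data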;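 note: 0% = acetylcholine EC80 with DMSO and 100% = DMSO without agonist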
# M5 antag: human M5 muscarinic receptor antagonists, primary screen, CHO cells, Fluo-8 calcium fluorescence; Muscarinic acetylcholine receptor M5 (Homo sapiens), P08912; CHO-hM5 cells, ACh EC80; inhibition, % at 3 µM; 360,000 compounds, 0.59% hits; AID 624040, 2012;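 active = inhibition above a per-plate cutoff, the mean of that plate's test compounds plus 3 SD, cut at about 27% in these data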;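 note: 0% = acetylcholine EC80 with DMSO and 100% = DMSO without agonist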
# CHO-K1 Ca ag: counter-screen for M1 agonists: effect in parental CHO-K1 cells. Fluo-8 calcium fluorescence; scaled to maximal ATP response, vehicle zero. 360,000 compounds, 0.48% hits. AID 602248, 2012. activation, % at 3 µM; in the data active = activation above about 15%;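 note: untransfected CHO-K1 host cells lacking M1 receptor as counterscreen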
# CHRM5 agonist: human M5 muscarinic receptor agonists, primary screen, CHO-K1 cells, Fluo-8 calcium fluorescence; activation, % at 3 µM; CHO-K1 hM5 cells; 0% DMSO wells, 100% maximal acetylcholine response; Muscarinic acetylcholine receptor M5 (Homo sapiens), P08912; AID 624037, 2012; 360,000 compounds, 0.19% hits;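 active = activation above the run's mean over test compounds plus 3 SD, cut at about 23% in these data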;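 note: signal is peak over basal fluorescence ratio across the kinetic read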
# M4 PAM: human M4 muscarinic receptor positive allosteric modulators, primary screen, CHO-K1 cells, Fluo-8 calcium fluorescence; Muscarinic acetylcholine receptor M4 (Homo sapiens), P08173; CHO-K1 hM4/Gqi5, ACh EC20; 0% = ACh EC20, 100% = maximal ACh; activation, % at 3 µM; 360,000 compounds, 0.4% hits; AID 624126, 2012;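 active = activation above its plate's cutoff, the mean activation of sample wells plus 3 SD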; note: some results filed as inactive read as strong as hits
# Active calls of the source: *. Not a hit list, and some 2.7% of all compounds hit somewhere here.
SMILES,M1 PAM parental,M4 ag,CHRM5 PAM,CHO-K1 Ca antag,CHRM4 antagonist,M5 antag,CHO-K1 Ca ag,CHRM5 agonist,M4 PAM
CC(C)[C@H](NC(=O)OCc1ccccc1)C(=O)N[C@@H](Cc1c[nH]c2ccccc12)C(=O)O,2.9,1.4,14.6,-4.6,-4.1,0.9,2.0,-1.1,5.6
CC(=O)c1cccc(N2C(=NC(=O)C3CCCCC3)SC3CS(=O)(=O)CC32)c1 (centres undefined),5.7,1.6,-0.4,-7.2,-2.2,6.4,1.4,-2.8,2.6
CC(=O)N(c1nc(CCl)cs1)c1ccc(C)cc1C,6.9,1.2,-2.4,-10.7,7.2,-6.4,0.2,-4.3,-7.7
COc1ccc2oc(=O)c(C(=O)NCc3ccco3)cc2c1,12.1,2.2,6.8,-9.0,-0.1,-2.7,0.7,-0.8,23.0
CN(C)c1ccc(/C=N/Nc2nc3ccccc3o2)cc1,5.7,7.9,-5.2,-7.8,-3.2,15.7,4.8,0.6,-6.0
Cc1ccc(CC(=O)OCCNC(=O)c2cccnc2)cc1,-3.0,0.3,-9.5,-5.4,11.6,-2.5,0.2,0.7,8.9
CC(=O)c1cccc(NC(=O)N2CCC(NC(=O)C34CC5CC(CC(C5)C3)C4)CC2)c1,-4.2,2.3,8.8,-10.1,-6.4,4.9,2.2,-0.2,2.7
COc1cccc(C(O)c2nc3ccccc3n2C(C)C)c1 (centres undefined),6.5,0.9,-9.3,-14.7,-7.8,5.5,0.6,2.6,0.3
CN1C(=O)C(CC(=O)NCCc2ccccc2)N(NC(=O)c2ccc(Cl)cc2)C1=S (centres undefined),25.7,-0.1,1.1,-6.8,-3.9,7.4,0.9,2.6,5.2
C[C@H](CO)N1C[C@H](C)[C@@H](CN(C)Cc2cccnc2)OCc2cnnn2CCCC1=O,-8.3,0.9,5.2,-1.8,-4.7,-15.1,-0.2,0.8,0.7
CCCCn1c(SCc2nnc(-c3ccccc3)o2)nc2c1c(=O)n(C)c(=O)n2C,7.4,0.1,2.0,0.9,0.5,1.9,0.1,2.5,4.6
CCOC(=O)Nc1ccc(S(=O)(=O)N2CCC(c3nc4ccccc4[nH]3)CC2)cc1,18.7,3.3,-3.0,-14.6,-16.4,-6.6,0.8,-2.4,3.0
Cc1ccc(C(=O)Nc2ccc(N3CCOCC3)cc2)cc1,14.5,0.9,6.5,-14.3,-0.5,-4.5,0.7,-0.8,2.4
O=C1NC[C@H](CCCCN2C[C@@H](Cc3ccccc3)N(CCC3CCCCC3)C(=O)C2=O)N(CCC2CCCCC2)C1=O,-16.4,-0.2,-2.9,-16.3,-13.0,-10.4,-0.1,-1.3,-1.0
C[C@H](CO)N1C[C@H](C)[C@@H](CN(C)Cc2ccccc2)OCCCC[C@H](C)Oc2ccc(N(C)C)cc2C1=O,5.9,0.6,-5.3,-1.3,1.7,9.4,-0.3,0.6,-6.1
COc1ncc(-c2ccc(N3C(c4ccc([N+](=O)[O-])cc4)=Cc4ccccc4C3CC(C)=O)cc2)cn1 (centres undefined),-3.6,0.4,1.8,-8.4,7.3,-15.3,0.0,2.3,-3.5
O=C(Nc1cc(C(F)(F)F)ccc1N1CCOCC1)c1cccnc1Cl,-2.6,0.3,4.5,14.4,-4.7,-5.5,0.2,-2.1,17.2
CCOC(=O)C(NC(=O)c1ccccc1)(N1CCOCC1)C(F)(F)F (centres undefined),16.7,0.6,-0.8,-13.2,-4.3,-3.2,0.0,-1.1,8.1
CC(C)(C)N1NC(=O)Nc2ccccc2C1=O,21.3,0.4,3.7,-8.7,-3.5,-3.6,1.0,-5.7,2.9
CNc1ccccc1,-0.8,0.7,1.8,-7.7,-6.6,0.6,-0.4,2.6,12.0
Cc1ccc(OCC(=O)Nc2cccc(S(=O)(=O)NC3=NCCCCC3)c2)cc1C,3.3,13.4,-7.8,0.1,2.2,9.6,9.3,2.0,-10.4
CCC(C)[C@H](NC(=O)c1cc2cc(Cl)ccc2n1C)C(=O)N1CCC[C@H]1C(=O)O (some centres undefined),0.4,0.5,1.0,8.1,-8.8,2.6,-0.2,0.1,3.3
CN1CCN(NC(=O)c2ccc(S(=O)(=O)N3CCCCCC3)cc2)CC1,1.6,2.1,1.6,-3.3,-4.1,7.9,0.3,1.1,5.9
CCC(=O)N(CC)Cc1cc(=O)[nH]c2ccccc12,19.5,0.7,0.4,-7.4,5.5,-2.3,0.3,0.3,3.5
CC(C)NS(=O)(=O)c1ccc2c(c1)NCC2,11.5,0.9,3.7,-2.6,3.2,-5.4,0.5,-0.9,1.3
CC1(C)CCC(=O)C=C1Nc1ccc(F)c(Cl)c1,0.2,0.3,-2.1,-1.9,-2.0,3.1,1.1,0.4,-2.8
CC(NC(=O)c1cc(COc2c(F)cccc2F)on1)c1cnn(-c2ccccc2)c1 (centres undefined),-1.6,2.9,-7.8,-1.5,-13.8,1.2,1.4,-2.9,-5.3
COCCNC(=S)Nc1cc(S(=O)(=O)N2CCOCC2)ccc1N1CCCCC1,1.3,1.4,6.7,2.1,-4.4,3.0,2.3,-0.9,-6.5
COc1cc(N(C)C)c([N+](=O)[O-])cc1C(=O)NC(C)CNc1ccc([N+](=O)[O-])cc1Cl (centres undefined),23.1,0.5,-2.0,-16.4,-0.5,7.6,0.4,-1.4,16.9
Cc1ccc(CNC(=O)CC(C)S(=O)(=O)c2ccc3c(c2)NC(=O)C(C)S3)cc1 (centres undefined),13.7,10.0,-8.3,-8.9,4.5,19.9,7.5,-1.6,-4.3
COc1ccc(-c2nc3c(C)cc(Br)cn3c2Cc2ccc(C)cc2)cc1OC,-8.4,0.1,-0.2,-6.6,-17.8,6.0,-0.3,-5.8,0.4
C[C@@H]1CN([C@@H](C)CO)C(=O)CCCn2cc(nn2)CO[C@H]1CN(C)C(=O)c1cc(-c2ccccc2)on1,0.3,0.9,1.9,-3.0,1.5,0.9,0.0,-0.1,-2.1
CC(c1ccco1)N(C(=O)Nc1ccccc1)C1CCCCC1 (centres undefined),17.1,0.4,-2.1,-9.8,-3.4,-2.8,0.4,-3.5,6.1
CC(C)NC(=O)NC(=O)COC(=O)C1(C)CC1(Cl)Cl (centres undefined),2.5,0.6,5.6,-13.6,-3.9,2.5,0.7,-1.0,-0.9
CCS(=O)(=O)NCCc1csc(C)n1,14.6,-0.1,-4.3,-9.2,-0.6,-3.7,-0.1,-0.4,3.2
CCCCNC(=O)C1(C)CCCCN1Cc1ccc(OCc2ccccc2)cc1 (centres undefined),8.3,0.0,-2.9,-13.2,9.2,-2.3,0.2,-1.7,-4.1
O=C1NN(c2ccccc2)C(=O)/C1=C/c1ccc(-c2ccc(C(=O)O)cc2)o1,19.8,1.0,2.4,-13.8,1.3,-11.2,0.6,3.5,-1.4
CCC(CO)Oc1cc(NCc2ccc(C)c(C)c2)c2ncn(C(C)C)c2c1 (centres undefined),21.7,12.9,4.4,-17.5,-5.1,11.9,4.3,2.5,9.5
O=c1nc(N2CCOCC2)ccn1Cc1ccc(Br)cc1,9.0,0.4,-4.0,3.7,7.9,11.6,0.4,0.1,8.5
O=C([C@@H]1Cc2ccccc2CN1)N1CCN(Cc2ccccc2)CC1,1.1,18.3,-8.9,4.7,8.4,11.1,6.5,1.6,-13.1
COc1ccc(CNC(=O)C2CCCN(c3nn4c(=O)cc(C)nc4s3)C2)cc1 (centres undefined),19.6,1.1,0.0,-17.4,4.2,12.6,1.3,-5.4,3.4
O=C(CN(CC1CCCO1)C(=O)CCC(=O)Nc1ccccn1)NCC1CCCO1 (centres undefined),-2.4,0.1,1.7,4.5,7.0,6.1,0.1,2.2,6.7
COc1cc2c(C(=O)Nc3ccccc3F)cn(C)c(=O)c2cc1OC,10.2,4.9,-1.8,-10.1,-5.0,0.4,1.6,0.4,-15.2
CCN(CC)C(=O)CSc1nnc([C@@H](NC(=O)OC(C)(C)C)C(C)C)o1,3.3,0.2,0.6,14.2,7.3,0.4,0.2,1.4,4.7
COc1cccc(CNS(=O)(=O)c2ccc(S(=O)(=O)N3CCCC3)cc2)c1,9.8,2.0,-4.1,-9.6,3.7,0.4,3.3,-0.7,-6.1
COc1cccc(/C=N/NC(=O)C(=O)NCc2ccco2)c1O,-0.5,1.6,-4.2,1.6,-12.2,-4.7,-0.5,-0.9,1.7
COc1ccc(C(c2sc3nc(C)nn3c2O)N2CCC(O)CC2)cc1OC (centres undefined),-5.4,0.2,-1.5,-1.1,-12.8,-2.4,0.2,0.7,1.2

# A draw from above in order of count of non-hydrogen atoms, ascending.
SMILES,M1 PAM parental,M4 ag,CHRM5 PAM,CHO-K1 Ca antag,CHRM4 antagonist,M5 antag,CHO-K1 Ca ag,CHRM5 agonist,M4 PAM
COc1ccc2oc(=O)c(C(=O)NCc3ccco3)cc2c1,12.1,2.2,6.8,-9.0,-0.1,-2.7,0.7,-0.8,23.0
COc1cccc(/C=N/NC(=O)C(=O)NCc2ccco2)c1O,-0.5,1.6,-4.2,1.6,-12.2,-4.7,-0.5,-0.9,1.7
CCOC(=O)C(NC(=O)c1ccccc1)(N1CCOCC1)C(F)(F)F (centres undefined),16.7,0.6,-0.8,-13.2,-4.3,-3.2,0.0,-1.1,8.1
COc1ccc(C(c2sc3nc(C)nn3c2O)N2CCC(O)CC2)cc1OC (centres undefined),-5.4,0.2,-1.5,-1.1,-12.8,-2.4,0.2,0.7,1.2
COc1ccc(-c2nc3c(C)cc(Br)cn3c2Cc2ccc(C)cc2)cc1OC,-8.4,0.1,-0.2,-6.6,-17.8,6.0,-0.3,-5.8,0.4
CC(NC(=O)c1cc(COc2c(F)cccc2F)on1)c1cnn(-c2ccccc2)c1 (centres undefined),-1.6,2.9,-7.8,-1.5,-13.8,1.2,1.4,-2.9,-5.3

# Compound activity from PubChem.
